Assay outcomes deposited in PubChem by National Center for Advancing Translational Sciences (NCATS).
D2 PAM: D2 dopamine receptor (human) potentiation. P14416. HEK293 T-REx D2, calcium flux, EC20 dopamine potentiation. potentiation, % at 10 µM. 340,000 compounds, 0.34% hits. AID 485347;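 active means potentiation over 3 SD above the plate norm, cut at about 30% in these data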; further: 0% is about no effect
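Primary screen. Calcium kinetics in induced HEK293 T-REx D2 cells: compound pre-addition 180 s, EC20 dopamine, 180 s more.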
D2 antagonist: antagonizes the human D2 dopamine receptor; AID 485344; P14416; 340,000 compounds, 2% hits; inhibition, % at 10 µM; HEK293 TREx D2 cells, calcium flux, dopamine EC80; in the data active means inhibition above about 30%; further: 0% is about no effect
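Antagonism is scored as inhibition of an EC80 dopamine-evoked calcium signal in a force-coupled, tetracycline-inducible HEK293 T-REx D2 line, with compound present 180 s before agonist.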
D1 agonist: activates the human D1 dopamine receptor; activation, % at 2 µM; 360,000 compounds, 1% hits; HEK293 T-REx D1 cells, calcium flux, agonist mode; P21728; in the data active means activation above about 30%; further: 0% is about no effect
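Agonism was scored from calcium flux recorded over 180 s (1 read/s) after pintool compound addition, following a 10-cycle baseline. Cells were inducible force-coupled HEK293 TREx D1, plated overnight at 30 C and loaded with no-wash calcium dye.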
RXFP1 ag: RXFP1 (human) receptor agonism. Q9HBX9. HEK293T-RXFP1 cAMP TR-FRET, 30 min; response scale: percent of porcine relaxin response, buffer zero. Potency, µM (doses to about 57.5 µM), inactives show at the top dose activation, hits mostly activators. 370,000 compounds, 0.3% hits; active means well fitted activation curve with a large enough effect; inconclusive means small, poorly fitted or top-dose-only effect; further: potency means the concentration at half of the fitted maximal effect; on the % scale 0 is the no-effect control and ±100 the full control effect; nearly all actives have a fitted effect of over 60% in size; many of its hits are not listed in these tables
Target sequence (Q9HBX9 whole entry, looked up): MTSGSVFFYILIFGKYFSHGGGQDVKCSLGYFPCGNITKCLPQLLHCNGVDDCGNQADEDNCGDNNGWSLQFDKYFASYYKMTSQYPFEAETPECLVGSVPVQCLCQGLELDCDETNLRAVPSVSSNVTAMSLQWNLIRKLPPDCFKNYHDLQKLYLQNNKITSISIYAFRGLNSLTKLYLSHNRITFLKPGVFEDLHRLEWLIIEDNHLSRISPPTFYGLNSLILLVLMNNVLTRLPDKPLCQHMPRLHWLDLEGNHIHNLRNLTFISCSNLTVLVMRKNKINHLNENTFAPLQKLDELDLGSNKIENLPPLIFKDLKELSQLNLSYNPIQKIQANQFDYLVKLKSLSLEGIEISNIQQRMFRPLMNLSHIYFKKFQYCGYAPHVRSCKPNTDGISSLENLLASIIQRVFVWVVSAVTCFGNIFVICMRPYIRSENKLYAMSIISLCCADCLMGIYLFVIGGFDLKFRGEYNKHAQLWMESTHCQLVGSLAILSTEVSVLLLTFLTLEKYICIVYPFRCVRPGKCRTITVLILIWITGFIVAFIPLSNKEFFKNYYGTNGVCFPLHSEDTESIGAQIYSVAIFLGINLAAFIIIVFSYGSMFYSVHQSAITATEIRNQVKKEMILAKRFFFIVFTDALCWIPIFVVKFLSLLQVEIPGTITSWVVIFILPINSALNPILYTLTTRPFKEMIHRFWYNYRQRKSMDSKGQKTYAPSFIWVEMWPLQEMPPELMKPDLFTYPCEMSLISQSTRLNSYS
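HEK293T cells stably expressing RXFP1 were pretreated with the PDE4 inhibitor Ro 20174, exposed to compounds for 30 min at 37C, lysed, and cAMP was read by TR-FRET. Data normalized to buffer (basal) and 29 nM porcine relaxin (100%).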
TRHR enhancer: allosterically enhances the human TRH receptor | 360,000 compounds, 0.66% hits | P34981 | TRHR cells, fluo-8 calcium fluorescence, EC20 TRH enhancement | enhancement, % at 2 µM; in the data active means enhancement above about 30%; further: 0% is about no effect
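TRHR-expressing cells loaded with fluo-8 calcium dye were read kinetically (ex 480/em 530) during compound addition, then stimulated with an EC20 of TRH (10 nM final). Enhancement of the Gq-mediated intracellular calcium response was scored.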
D1 antagonist: blocks dopamine activation of the human D1 receptor; HEK293 TREx D1 cells, calcium flux, dopamine EC80; active compounds read low; activity change, negative = inhibition, % at 10 µM; AID 504652; 360,000 compounds, 3.2% hits; in the data active means activity change below about -30%; further: on the % scale 0 is the no-effect control and ±100 the full control effect
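Antagonism measured as reduced calcium response to an EC80 dopamine addition following 180 s compound pre-read; cells were inducible HEK293 Trex D1 plated overnight at 30 C, read kinetically at 1 cycle/sec.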
D2 ag: activates the human D2 dopamine receptor | P14416 | HEK293 T-REx D2 cells, calcium flux agonist mode | 340,000 compounds, 0.53% hits | activation, % at 2 µM;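 active means activation over 3 SD above normal in the single-dose calcium agonist read, cut at about 30% in these data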; further: 0% is about no effect
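Calcium-flux readout, 1 cycle/sec over 180 s following compound pin transfer, in inducible HEK293 Trex D2 cells (force-coupled); dopamine controls included. Positive calcium responses during this window marked compounds as potential agonists.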
D1 PAM: enhances dopamine response at the human D1 receptor; P21728; HEK293 TREx D1 cells, calcium flux, dopamine EC20 potentiation; potentiation, % at 10 µM; 360,000 compounds, 0.036% hits; AID 504651; in the data active means potentiation above about 30%; further: 0% is about no effect
RXFP1 antag: blocks the human relaxin receptor RXFP1. Q9HBX9. HEK293-RXFP1, relaxin-stimulated cAMP HTRF, 30 min; active compounds read low. activity change, negative = inhibition, % at 57.5 µM. 350,000 compounds, 0.59% hits. AID 1259400;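 active means activity change of -60% or lower, but not beyond a set lower limit; inconclusive means change between -60% and -40%, or beyond the set limit; inactive means change above -40%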; further: on the % scale 0 is the no-effect control and ±100 the full control effect
An asterisk follows results filed as active; ? = inconclusive; / = not tested or not shown; & = joins results of further samples.

SMILES	D2 PAM	D2 antagonist	D1 agonist	RXFP1 ag	TRHR enhancer	D1 antagonist	D2 ag	D1 PAM	RXFP1 antag
Cc1ccc(-c2nnn(CC(=O)N(c3ccc(F)cc3)C(C(=O)NC3CCCC3)c3ccco3)n2)o1 (stereo not given)	-3	5	2	1.0%	-6	-13	0.0	0	24
COc1cc2c(cc1OC)CN(C(C)C(=O)N1CCc3ccccc31)CC2 (stereo not given)	-13	-20	1	-0.2%	4	-6	-1.5	3	-1
C=CCN(CC=C)S(=O)(=O)c1ccc(NC(=S)NC(=O)/C=C/c2ccc(C)cc2)cc1	13	2	3	1.9%	2	14	0.3	0	2
COc1ccccc1/C=C/C=N/NC(=O)c1cc(-c2ccco2)[nH]n1	-10	-8	0	0.2%	0	-29	0.9	2	-25
Cc1ccccc1-n1ncc2c(SCC(=O)NC3CCCC3)ncnc21	/	17	6	2.7%	-4	-23	2.0	-3	3
Cc1ccc(C(=O)OCC(=O)N2CCCCCC2)c(O)c1	17	8	1	0.6%	7	6	-0.1	11	14
Cc1ccc(N2C(=O)C3C4C=CC(CC4)C3C2=O)cc1[N+](=O)[O-] (stereo not given)	6	3	-1	-1.8%	1	-1	1.3	-3	3
COc1ccc(S(=O)(=O)N2CCOC2CNC(=O)C(=O)NCCc2ccc(OC)c(OC)c2)cc1C (stereo not given)	-5	7	0	-0.6%	-1	-15	4.8	-6	5
CCN(NC(=O)C(O)(c1ccc(F)cc1)c1ccc(F)cc1)C(=O)c1ccccc1	-6	3	6	0.4%	-3	7	4.9	-2	16
O=c1cc(N2CCCCC2)c(-c2ccccc2)nn1Cc1ccc(Cl)cc1	7	-10	2	-2.6%	8	0	-0.5	1	-8
CN(/N=C/C=C/c1ccccc1)C1=NS(=O)(=O)c2ccccc21	3	16	1	1.3%	-8	-22	-0.7	-3	3
CCOc1ccc(/C=C2\SC(=S)N(CCC(=O)Nc3ccc(C(=O)O)cc3)C2=O)cc1	16	3	3	7.6%	-2	-3	-2.5	-6	-2
CCN(CC)CCOC(=O)c1c(C)oc2ccc(O)cc12	/	15	2	-1.2%	-3	-3	2.3	-4	-22
CCN1CCN(CC2CC3C=CC2C3)CC1 (stereo not given)	-16	12	3	1.4%	0	14	-0.2	-2	-10
O=C(CSc1ccc(-c2ccco2)nn1)Nc1cccc(F)c1	2	1	3	5.7%	-6	-2	-0.3	-1	-24
CC(=O)Oc1cc2c(C(=O)NCc3ccncc3)c(C)oc2c2ccccc12	12	8	1	2.1%	-5	11	-1.3	-5	/
O=C(Nc1nc2ccc(F)cc2s1)c1nc(SCc2ccccc2F)ncc1Cl	1	/	1	5.8%	-5	-14	0.0	-1	/
CSc1nnc(NC(=O)C23CC4CC(CC(C4)C2)C3)s1	18	-13	0	0.0%	22	9	0.0	-2	-24
COCCn1nnnc1C(c1cc(OC)ccc1OC)N1CCc2ccccc2C1 (stereo not given)	3	-10	0	1.4%	-3	3	-0.8	0	-5
Cc1cccc(N2CCN(C(=O)CN3C(=O)C4CC=CCC4C3=O)CC2)c1C (stereo not given)	6	-13	11	-0.3%	0	-7	-1.6	-8	-6
O=C(CN1CCOCC1)Nc1cccc(Br)c1	-9	5	1	0.1%	-2	-1	0.6	-3	2
CCCCc1cc(C(=O)Cc2ccccn2)c(O)cc1O	-7	9	6	3.3%	1	1	1.0	4	-9
COc1cccc2cc(C(=O)CC3(O)C(=O)N(Cc4ccccc4)c4ccccc43)c(=O)oc12 (stereo not given)	40*	5	2	19%	10	0	0.1	-4	10
COc1ccc2nc(/N=C\N(C)C)sc2c1	/	/	2	3.9%	5	-23	/	-4	-4
CCOc1ccc(C2/C(=C(\O)c3ccc4c(c3)OCCO4)C(=O)C(=O)N2CCN2CCOCC2)cc1OCC (stereo not given)	-2	7	6	5.9%	2	-6	1.4	-1	10
CCn1c(NN)nc2sc3c(c2c1=O)CCC3	1	-1	-1	2.9%	1	-17	-1.7	-6	7
O=C(/C(=N/N=C/c1ccc(O)c(O)c1)c1ccccc1)c1ccccc1	-3	7	1	-0.2%	3	-2	0.0	-4	-12
C=CCNC(=O)/C(C#N)=C/c1ccccc1Cl	11	-19	0	0.8%	1	/	1.3	-2	-3
CCO/N=C(/C)c1c(O)cc(C(C)(C)C)n(-c2ccccc2)c1=O	-10	-11	1	2.6%	18	16	-0.5	-5	/
CCn1c(=O)c2cc(C(=O)N(C)CC(OC)OC)sc2c2ccccc21	11	-20	0	?	7	-17	-1.0	-4	9
COc1cccc(NC(=O)c2sc3nc(C)c(C(=O)Nc4ccc(C)cc4C)c(-c4ccc(Br)cc4)c3c2N)c1	20	/	5	17%	-2	-2	-1.9	3	-8
COCCN1CN=C(NS(=O)(=O)c2ccc(C)cc2)NC1	8&23	-8	4&0	1.9%&0.8%	2&13	-3&0	-0.4&-0.1	-1&-2	-12
CCOc1ccc(CNC(=O)c2ccc3c(c2)nnn3C2CCCC2)cc1	-4	/	2	0.8%	10	-29	-0.2	3	/
Cc1ccc(C(=O)Nc2ccc(CN3CCCCC3)cc2)c(C)c1	-11	11	5	-2.9%	-7	-15	-0.5	-5	-20
O=C(c1cccs1)N1CCN=C1SCc1ccc(Cl)cc1	-5	27	2	-0.8%	-7	-5	2.7	1	-10
O=C(NCC1CCCO1)C1c2ccccc2C(=O)N1Cc1ccc2c(c1)OCO2 (stereo not given)	-2	0	3	2.5%	0	15	-0.6	0	-3
C=CCn1c(SCCOc2ccc(OC)cc2)nnc1C(CO)NC(=O)c1ccc(OC)cc1 (stereo not given)	-5	-14	1	1.2%	1	2	-0.1	1	-4
O=C(CCCCCN1C(=O)[C@@H]2Cc3ccccc3CN2C1=O)NCCc1ccccc1	1	14	1	2.1%	-5	-17	0.0	-2	4
O=C(OCc1c(Cl)cccc1Cl)c1cccnc1	12	-20	2	3.4%	18	-9	-0.2	1	-1
O=C(CCNC(=O)Cn1ccc2ccccc2c1=O)NCCCN1CCN(c2ccccc2F)CC1	-30	22	2	3.0%	-3	-68*	17	-16	-2
COc1ccc(-c2cc3ncc(C(C)=O)c(C)n3n2)cc1	4	2	0	22%	0	-13	-0.3	0	10
COc1cc2nc(N(C)CCCNC(=O)C3CCCO3)nc(N)c2cc1OC (stereo not given)	-20	-22	1	12%	5	9	0.4	-2	-33
CCC(CC)C(=O)c1c[nH]c(C(=O)NCc2ccccn2)c1	0	9	2	0.3%	6	-10	-1.6	-3	-7
Cc1ccc2c(c1)c1c(c(=O)n(Cc3ccccc3)c(=O)n1CC(=O)Nc1ccccc1C)n2C	0	/	3	-0.5%	4	-6	-0.5	0	/
CCOc1ccc(-n2nc(C(=O)NC3CCCCC3)c3ccccc3c2=O)cc1	2	6	2	?	12	3	-0.2	0	-3
Cc1ccc2sc(NC(=O)CN3C(=O)c4ccccc4C3=O)nc2c1C	10	/	-4	-2.8%	-2	5	/	-5	/
CC(=O)Nc1ccc(NC(=O)c2cccc(C(=O)OC(C)C)n2)cc1	13	-10	1	-2.3%	3	7	-1.5	-4	-8
Cc1ccc(C)c(S(=O)(=O)N2CCN(C(=O)c3cncc(Br)c3)CC2)c1	-3	12	1	1.4%	-6	6	1.6	/	12
O=C(Cn1nc(N2CCN(c3ccccc3)CC2)ccc1=O)NCc1ccccc1F	-1	/	0	1.4%	-3	-37*	0.2	-3	-3
Cc1ccc(S(=O)(=O)Cc2ccc([N+](=O)[O-])cc2)cc1	3	21	4	2.0%	5	-26	0.0	-3	6
More entries follow.
SMILES	D2 PAM	D2 antagonist	D1 agonist	RXFP1 ag	TRHR enhancer	D1 antagonist	D2 ag	D1 PAM	RXFP1 antag
CCOc1ccc(S(=O)(=O)N2CCC(C(=O)N3CCCCCC3)CC2)cc1Cl	-8	-14	9	-0.4%	-5	-40*	-0.2	-8	-1
O=C(O)c1cc(F)c(S(=O)(=O)N2CCN(S(=O)(=O)c3ccc4c(c3)OCCO4)CC2)cc1F	/	/	1	/	3	-18	/	-2	/
O=C(CCCC(=O)OCC(F)(F)C(F)F)Nc1nccs1	-8	8	5	0.1%	-3	0	-0.6	-1	16
Cc1occc1-c1nnc(SCC(=O)c2ccc(Cl)cc2)n1CC1CCCO1 (stereo not given)	2	-20	-1	2.8%	-7	8	0.0	-1	-6
C=CCc1c(OC)ccc2ccc(=O)oc12	-3	-7	2	0.0%	-7	-10	0.1	-5	4
COc1ccc(CC(=O)Nc2cccc(-c3nnc(-c4ccc(C)cc4)o3)c2)cc1OC	6	-18	9	0.6%	0	-12	1.0	29	-23
CCc1cccc(C)c1NC(=O)Nc1csc2c1CCCC2	-12	/	2	0.0%	-2	-11	-0.1	-3	-12
Cc1ccc2nc(Nc3ccc(C)c(F)c3)c3nncn3c2c1	-3	/	1	3.1%	1	-3	3.9	-2	-3
Cc1ccc(NC(=O)CCNS(=O)(=O)c2ccccc2F)cc1S(=O)(=O)N1CCOCC1	2	-21	1	-0.1%	-5	-59*	-0.3	-3	-13
COC(=O)c1cnn2c(C(F)(F)F)cc(-c3ccccc3)nc12	-2	1	0	0.0%	-4	1	-0.5	3	-22
N#C/C(=C\c1ccc2c(c1)OCCO2)C(=O)Nc1ccc(C(=O)O)cc1	-4	0	3	-3.1%	24	-2	0.0	7	8
CC(=O)c1c(N2CCN(c3ccc(F)cc3)CC2)nc(=S)n(Cc2ccccc2)c1C	-2	6	1	4.3%	0	-1	1.2	-4	11
CCCC(=O)NC(c1ccc(C)cc1)c1ccc2cccnc2c1O (stereo not given)	-17	-3	17	-0.4%	-2	-6	0.8	5	-22
CSc1ncc2c(n1)-c1ccccc1N(Cc1ccc(Cl)cc1)S2(=O)=O	-3	/	0	4.6%	-1	17	-0.4	0	-5
Cc1cccc(C)c1NC(=O)C1(N(Cc2ccco2)C(=O)CC2NC(=O)NC2=O)CCCC1 (stereo not given)	7	6	1	1.3%	3	3	-1.0	1	-3
CCc1nn2c(=O)cc(COC(=O)c3ccco3)nc2s1	-3	/	2	1.7%	-2	9	-0.4	-3	/

This is a subset. The share of hits here may be higher or lower than overall.
